Screens (PubChem)
PhoP inhibition – PhoP-dependent GFP reporter repression – Salmonella Typhimurium, primary screen (AID 1863). inhibition, % at 50 µM; hits with a dose series show IC50 in µM. 300,000 tested, 0.16% active. S. Typhimurium PhoP-regulated promoter GFP reporter, 4 h; higher % means a stronger effect;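 active = inhibition over 29.93%, a cutoff 3 SD above the screen mean, later confirmed by dose response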;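 also: 0% = low Mg2+ inducing control and 100% = high Mg2+ repressing control; strong numbers were not always called active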
T cell HTS – T cell immune modulators affecting CD8 T cell-vesicle binding | AID 2052 | 330,000 tested, 0.068% active | calls only at 7 µM | 2C CD8+ T cell-vesicle binding, flow cytometry; stronger effect = lower value;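 active = response, share of CD8 T cells binding vesicles, and their 90th percentile fluorescence all below set limits, cut at about 80% in these data, passing the limit was not always enough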
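Assay system – 2C mouse CD8+ T cells · Also added – QL9-loaded Drosophila micro-vesicles · Timing – Cell–vesicle co-incubation 1.5 h at 37 °C, staining 20 min on ice · Signal – flow cytometry of vesicle-bound cells · Measure – percent CD8+ FL2 mean versus row control · Controls – Peptide-free naked vesicles (low) and QL9 vesicles with 0.7% DMSO vehicle (high)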
KOR beta-arrestin-1 – kappa opioid receptor activators – cell-based, luminescence, uHTS, primary screen (AID 1777); KOR beta-arrestin recruitment, luminescence; higher % means a stronger effect; one-dose activation, % at 10 µM; EC50 in µM for titrated hits; 280,000 tested, 0.02% active; in the data active = activation above about 50%, passing the limit was not always enough; also: a part of the inactive calls stands beside numbers as strong as those of hits
KOR beta-arrestin-2 – KOR antagonists, beta-arrestin recruitment, cell-based, luminescence, uHTS (AID 1778) | inhibition, % at 10 µM; hits with a dose series show IC50 in µM | KOR beta-arrestin recruitment, luminescence, antagonist mode; higher % means a stronger effect | 290,000 tested, 0.091% active; in the data active = inhibition above about 50%; also: strong numbers were not always called active
NTR1 agonist – agonists of NTR1, primary screen, imaging, U2OS cells, beta-arrestin-GFP, high content (AID 493036) | 330,000 tested, 0.17% active | activation, % at 20 µM | P30989 | NTR1-U2OS beta-arrestin-GFP spot imaging, agonist mode;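 active = activation at or above 40% of the spot to cytoplasm intensity ratio, with at least 20 cells analyzed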;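 also: 0% = DMSO without peptide and 100% = 100 nM NTR1 peptide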
Target sequence (P30989 whole entry, looked up): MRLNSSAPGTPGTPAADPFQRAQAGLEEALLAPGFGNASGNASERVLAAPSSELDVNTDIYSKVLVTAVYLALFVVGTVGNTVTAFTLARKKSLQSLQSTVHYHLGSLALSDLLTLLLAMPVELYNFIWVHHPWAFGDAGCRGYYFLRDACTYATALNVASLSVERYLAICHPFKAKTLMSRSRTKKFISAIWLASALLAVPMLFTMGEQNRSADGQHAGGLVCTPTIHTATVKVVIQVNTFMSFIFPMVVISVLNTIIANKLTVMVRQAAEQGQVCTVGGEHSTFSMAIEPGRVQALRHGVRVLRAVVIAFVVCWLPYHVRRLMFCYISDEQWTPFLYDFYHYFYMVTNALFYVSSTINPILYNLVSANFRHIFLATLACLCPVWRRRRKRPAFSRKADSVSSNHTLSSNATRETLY
GPR35 arrestin U2OS – inhibition of zaprinast-stimulated GPR35 beta-arrestin translocation – imaging, U2OS, beta-arrestin-GFP, zaprinast agonist, primary screen (AID 2058); 290,000 tested, 0.052% active; inhibition, % at 10 µM; hits with a dose series show IC50 in µM; U2OS GPR35 beta-arrestin-GFP translocation imaging, zaprinast antagonism; higher % means a stronger effect;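 active = inhibition of at least 50% with at least 30 cells and total cytoplasm GFP at most 10,000,000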
GPR55 LPI antagonism – GPR55 antagonists blocking LPI-driven arrestin recruitment, primary screen, imaging, U2OS, beta-arrestin-GFP, LPI agonist (AID 2013); inhibition, % at 10 µM; hits with a dose series show IC50 in µM; U2OS GPR55 beta-arrestin-GFP translocation imaging, LPI antagonism; higher % means a stronger effect; 290,000 tested, 0.13% active;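 active = spots per cell inhibited over 60%, with over 100 cells counted and total cytoplasm intensity under 500,000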;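 also: U2OS cells stably carrying GPR55 and arrestin-GFP stimulated by 5 µM LPI near EC80; imaged beta-arrestin-GFP aggregate spots per cell after agonist stimulation; plate controls were LPI-stimulated DMSO wells for no effect and DMSO wells without LPI for full effect; some results filed as inactive read as strong as hits; confirmed hits need IC50 under 10 µM and bright autofluorescent wells are also inconclusive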
West Nile virus CPE – West Nile virus antiviral activity, cell-based, CPE readout (AID 1621); West Nile virus-infected cells, CPE inhibition; higher % means a stronger effect; 290,000 tested, 0.02% active; CPE inhibition, % at 10 µM; hits with a dose series show IC50 in µM; in the data active = a potency from the dose series; also: strong numbers were not always called active
GPR55 activation – selective activators of receptor GPR55 – imaging, U2OS cells, beta-arrestin-GFP redistribution, primary screen (AID 1961). U2OS GPR55 beta-arrestin-GFP redistribution imaging; higher % means a stronger effect. one-dose activation, % at 10 µM; EC50 in µM for titrated hits. 290,000 tested, 0.048% active;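 active = activation above 40% with more than 50 cells counted in the well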;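 also: U2OS osteosarcoma cells stably expressing GPR55 and beta-arrestin-GFP; plate controls were DMSO negative control for no effect and LPI positive control for full effect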
T cell HTS vesicle-bound % – also measured in T cell HTS; calls as there; double positive events, %; measured here: CD8+ vesicle-bound cell fraction;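 binding gate set so that unloaded-vesicle control wells show 10% double positive cells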
NTR1 agonist cell count 20 µM – recorded beside NTR1 agonist, whose call it bears; cell count; measured here: cell count, cytotoxicity flag
* = called active by the depositor; i = inactive; . = not tested or not shown; [ ] = remark or other dose.

mol	PhoP inhibition	T cell HTS	T cell HTS vesicle-bound %	KOR beta-arrestin-1	KOR beta-arrestin-2	NTR1 agonist	NTR1 agonist cell count 20 µM	GPR35 arrestin U2OS	GPR55 LPI antagonism	West Nile virus CPE	GPR55 activation
CCCc1nc2sc3c(c2c(=O)n1NC(=O)CCC(=O)OC)CCCC3	-9%	i	26	3.1%	-5%	2.5	66	-12%	5%	0.2%	-0.3%
Cc1ccc(C(=O)NCC(=O)OCC(=O)NCCc2ccccc2)s1	10%	i	59	0.3%	17%	2.7	35	-16%	5%	0.1%	-0.3%
CCC1CCc2c(sc3nc(SCC(=O)NCc4ccco4)n(-c4ccccc4)c(=O)c23)C1 (stereo unspecified)	4%	i	26	-5.8%	20%	6.6	56	-3%	12%	0.2%	0.0%
Cc1ccc(/C(O)=C/c2nc3cc(C)ccc3oc2=O)cc1	0%	i	36	2.9%	-21%	-0.6	48	21%	-4%	-0.1%	-0.2%
O=C(O)c1ccccc1-c1ccccc1C(=O)NCc1cccnc1	-11%	i	41	.	2%[20 µM]	1.0	48	22%	9%	0.2%	0.2%
CCN(CC)CCN(C(=O)c1ccc(Br)s1)c1nc2cc3c(cc2s1)OCO3	-2%	i	40	-2.4%	-30%	0.4	71	-6%	23%	-0.3%	-0.6%
O=C(NC1CCCCC1)C(c1ccccc1F)N(C(=O)c1csnn1)C1CCCC1 (stereo unspecified)	2%	i	22	0.2%	-5%	0.5	58	9%	-4%	0.0%	0.4%
COc1ccc(CN(C(=O)/C=C/c2ccccc2Cl)C2CCS(=O)(=O)C2)cc1 (stereo unspecified)	-10%	i	5	5.4%	-55%	0.2	45	-11%	6%	-1.1%	-0.3%
Nc1c(-c2ccccn2)cnn1-c1nc(-c2ccc(F)cc2)cs1	-10%	i	47	-1.5%	-3%	9.2	67	10%	-5%	-0.3%	0.2%
COc1cc(NC(=O)c2cccc(C)c2)c(Cl)cc1[N+](=O)[O-]	-6%	i	39	1.7%	-24%	-1.2	53	13%	-6%	-0.4%	-0.3%
NC(=S)Cc1nc(-c2ccc(Cl)cc2)cs1	-3%	i	22	-0.1%	-55%	1.7	26	-7%	-2%	-1.0%	0.1%
Cc1c(C(c2cccc(O)c2)c2c(C)n(C)n(-c3ccccc3)c2=O)c(=O)n(-c2ccccc2)n1C	-2%	i	30	1.1%	26%	4.4	75	11%	5%	0.1%	0.0%
COc1ccccc1C1CCN(Cc2ccc(C)cc2)CC1	3%	i	7	-5.7%	4%	-0.7	54	2%	21%	0.1%	-0.1%
CC1Sc2ccc(S(=O)(=O)CCC(=O)N3CCN(c4ccccc4)CC3)cc2NC1=O (stereo unspecified)	10%	i	7	-3.3%	-42%	1.0	53	5%	1%	-0.2%	-0.2%
Cc1ccc(NS(=O)(=O)c2ccc(C(=O)NCc3ccccn3)cc2)cc1	-2%	i	14	3.9%	-15%	0.7	51	14%	18%	-0.7%	0.7%
c1ccc(Oc2cccc(OCCn3cncn3)c2)cc1	14%	i	54	2.1%	-14%	0.0	52	-10%	2%	0.7%	-0.1%
CCCCNC(=O)CSc1nc2ccccc2n1S(=O)(=O)c1ccc(Br)cc1	-8%	i	39	5.3%	-13%	0.4	47	-14%	6%	-0.6%	-0.1%
CCOC(=O)c1c(C)n(C)c2ccc(O)c(CN(C)C)c12	28%	i	19	4.6%	-39%	5.3	39	1%	2%	0.8%	0.0%
Cc1cc(C)nc(NC(=O)Nc2ccc(F)cc2F)n1	1%	i	70	0.7%	12%	-1.3	65	-2%	12%	-0.9%	0.2%
COc1ccc(C)cc1NC(=O)CSc1nnc(-c2ccco2)n1Cc1ccco1	-8%	i	38	6.4%	-4%	-2.1	104	10%	-7%	-0.9%	-0.4%
CCN(CC)C(=O)Cn1cc(S(=O)(=O)CC(=O)Nc2cc(OC)ccc2OC)c2ccccc21	-2%	i	28	4.5%	22%	0.0	64	-13%	10%	-0.5%	0.0%
O=C(Nc1ccc(N2C(=O)C3C4C=CC(C4)C3C2=O)cc1)Nc1cccnc1 (stereo unspecified)	10%	i	40	1.1%	12%	-1.0	29	10%	-4%	0.1%	-0.1%
CCC(CC)N=C1NS(=O)(=O)c2cc([N+](=O)[O-])ccc21	-10%	i	66	-1.0%	-4%[20 µM]	3.6	48	10%	11%	-0.1%	-0.1%
COc1ccccc1/C=C(/CC(=O)NCc1ccccc1)c1nc2ccccc2s1	-9%	i	50	-4.1%	-8%	10	45	14%	-12%	-0.3%	-0.2%
CCC1CCCCN1CCCNC(=O)c1ccc2c(=O)n(Cc3ccc(OC)cc3)c(=O)[nH]c2c1 (stereo unspecified)	-7%	i	46	-6.5%	-8%	-2.0	86	-16%	-3%	-0.3%	-0.1%
Cn1c(SCC(=O)NC(=O)NCc2ccco2)nnc1C(F)(F)F	18%	i	42	-6.0%	22%	3.1	47	-2%	-7%	.	-0.1%
CCOC(=O)CNC(=O)c1sc(NC(=O)/C=C/c2ccccc2)nc1C	.	i	26	3.4%	3%	-0.3	64	-13%	0%	0.8%	-0.1%
O=C(/C=C/Nc1ccccc1)c1ccccc1	8%	i	48	4.9%	-4%	-0.2	36	4%	4%	.	-0.1%
COc1ccc(S(=O)(=O)N2CCN(C)CC2)cc1NC(=O)c1ccccc1F	3%	i	32	5.4%	-34%	-0.1	38	3%	8%	-0.8%	0.3%
CCN(CC)S(=O)(=O)c1cccc(NC(=O)c2ccc(C#N)cc2)c1	2%	i	47	-4.1%	10%	-1.4	48	-4%	4%	-0.2%	0.0%
COc1ccccc1Cc1nc(-c2ccc(Br)o2)no1	0%	i	56	-6.4%	46%	-3.9	41	4%	0%	0.0%	-0.2%
COc1ccccc1Cn1cccc1C=O	2%	i	26	-2.1%	16%	-0.6	37	14%	-11%	-0.1%	-0.2%
COC(=O)c1ccc(NC(=O)c2ccccc2-c2ccccc2C(=O)O)cc1	0%	i	21	-1.2%	-32%[20 µM]	-1.0	45	-12%	0%	0.3%	-0.1%
O=C(NNc1nc(N2CCOCC2)nc(N2CCOCC2)n1)Nc1ccc(Cl)cc1	9%	i	23	-1.5%	-29%	-0.5	52	-8%	-2%	-0.7%	1.0%
CN1CCN(c2ccc([N+](=O)[O-])cc2/C=N/NC(=O)c2ccc(F)cc2)CC1	-13%	.	.	2.7%	-8%	.	.	-10%	18%	.	0.3%
Cc1cc(OCC(=O)Nc2ccccc2F)nc(C(C)C)n1	5%	i	13	-5.4%	35%	-0.4	51	6%	4%	-0.7%	-0.1%
CCCc1cc2c(=O)c(-c3ccc4c(c3)OCCO4)coc2cc1OC(=O)c1ccco1	-6%	i	46	-2.1%	20%	2.3	91	1%	20%	1.1%	0.6%
Cc1nc2ccccn2c1C(=O)CSc1cccc(Cl)c1	4%	i	20	15%	-10%	7.3	24	-9%	-5%	-1.4%	0.2%
Cc1ccsc1-c1nc(CN2CCN(C)C(=O)[C@@H]2C)c(C)o1	-3%	i	32	7.9%	-4%[20 µM]	-0.8	51	-15%	-16%	-0.8%	0.0%
O=C(Nc1ccn(Cc2ccccc2)n1)c1cccc(Cn2cc([N+](=O)[O-])cn2)c1	-7%	i	47	-3.3%	15%	-1.0	44	-4%	13%	-1.1%	-0.2%
Cc1ccccc1C(=O)Nc1cccc(NC(=O)c2ccc(-c3ccc(Br)cc3)o2)c1	-4%	i	32	0.5%	-5%	1.6	43	-8%	-5%	.	0.3%

Structural class: the compounds so far containing a Cl atom
mol	PhoP inhibition	T cell HTS	T cell HTS vesicle-bound %	KOR beta-arrestin-1	KOR beta-arrestin-2	NTR1 agonist	NTR1 agonist cell count 20 µM	GPR35 arrestin U2OS	GPR55 LPI antagonism	West Nile virus CPE	GPR55 activation
COc1ccc(CN(C(=O)/C=C/c2ccccc2Cl)C2CCS(=O)(=O)C2)cc1 (stereo unspecified)	-10%	i	5	5.4%	-55%	0.2	45	-11%	6%	-1.1%	-0.3%
COc1cc(NC(=O)c2cccc(C)c2)c(Cl)cc1[N+](=O)[O-]	-6%	i	39	1.7%	-24%	-1.2	53	13%	-6%	-0.4%	-0.3%
NC(=S)Cc1nc(-c2ccc(Cl)cc2)cs1	-3%	i	22	-0.1%	-55%	1.7	26	-7%	-2%	-1.0%	0.1%
O=C(NNc1nc(N2CCOCC2)nc(N2CCOCC2)n1)Nc1ccc(Cl)cc1	9%	i	23	-1.5%	-29%	-0.5	52	-8%	-2%	-0.7%	1.0%
Cc1nc2ccccn2c1C(=O)CSc1cccc(Cl)c1	4%	i	20	15%	-10%	7.3	24	-9%	-5%	-1.4%	0.2%
